A3A deaminase: blocks human APOBEC3A ssDNA deamination; P31941; recombinant A3A, FAM/TAMRA ssDNA deamination fluorescence; inhibition, % at 20 µM; 0.41% of 330,000 active; AID 493011;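 active means at least 40% inhibition at 20 µM here, with at most 30% in a related deaminase screen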;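 further: plate controls were A3A with DMSO for no effect and wells lacking A3A enzyme for full effect; some results filed as inactive read as strong as hits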
Target sequence (P31941 whole entry, looked up): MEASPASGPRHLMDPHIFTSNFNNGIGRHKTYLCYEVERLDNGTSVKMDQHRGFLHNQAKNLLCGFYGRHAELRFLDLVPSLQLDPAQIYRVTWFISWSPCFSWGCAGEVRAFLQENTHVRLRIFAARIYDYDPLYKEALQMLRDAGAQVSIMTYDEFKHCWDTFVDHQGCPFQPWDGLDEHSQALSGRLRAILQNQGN
MIN6 prolif: MIN6 beta-cell proliferation induction. MIN6 cells proliferation, ATPlite luminescence, 48 h; cells starved in 0.2% serum; 100% = growth in 10% serum. proliferation, % at 10 µM. 0.29% of 330,000 active. AID 2380;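 active means compounds whose signal lies at least 3.5 SD above the mean of all wells on their plate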;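 further: 0% = DMSO-treated cells in low-serum medium and 100% = 10% serum control; some compounds called inactive have numbers as strong as hits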
mIAP inh: blocks mouse intestinal alkaline phosphatase; inhibition, % at 10 µM; AID 2806; 0.2% of 330,000 active; purified mouse IAP, CDP-Star luminescence, 30 min;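 active means inhibition of at least 40% at 10 µM in the primary screen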;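 further: plate controls were DMSO with enzyme for no effect and no enzyme wells for full effect; values of inactives mirror those of a sister screen read the other way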
mIAP act: increases mouse intestinal alkaline phosphatase activity | 0.24% of 330,000 active | activation factor at 10 µM | muIAP, CDP-Star luminescence, 30 min; stronger effect = higher value; 1 = vehicle-only enzyme signal, 0 = enzyme-free wells | AID 2805;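 active means activation factor of at least 2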; further: the source names both 10 and 20 µM as test concentration; values of inactives mirror those of a sister screen read the other way
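System: mouse IAP enzyme. Reagent: CDP-Star chemiluminescent phosphatase substrate. Benchmarks: DMSO wells, no-enzyme wells. Times: 30 min enzyme-substrate-compound incubation at room temperature. Detection: luminescence from enzymatic CDP-Star hydrolysis. Doses: test compounds delivered from DMSO solution.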
hIAP act: increases human intestinal alkaline phosphatase activity. P09923. activation factor at 10 µM. purified human IAP, CDP-Star luminescence, 30 min; stronger effect = higher value; 1 = vehicle-only enzyme, 0 = enzyme-free background. 0.16% of 330,000 active;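 active means activation factor of the enzyme at least 2-fold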; further: the source names both 10 and 20 µM as test concentration; values of inactives mirror those of a sister screen read the other way
hIAP inh: blocks human intestinal alkaline phosphatase. 0.12% of 330,000 active. purified IAP, CDP-Star luminescence, 30 min. inhibition, % at 10 µM. P09923;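 active means inhibition reaching a set limit with compound at 10 µM in the primary screen, cut at about 35% in these data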;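 further: plate controls were DMSO wells with enzyme for no effect and no-enzyme buffer wells for full effect; values of inactives mirror those of a sister screen read the other way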
ATG4B inh: ATG4B (human) cysteine protease inhibition. Q9Y4P1. ATG4B cleavage of LC3-PLA2, NBD-HPC fluorescence, 1 h. inhibition, % at 8.33 µM. 0.51% of 340,000 active; in the data active means inhibition above about 40%
Target sequence (Q9Y4P1 whole entry, looked up): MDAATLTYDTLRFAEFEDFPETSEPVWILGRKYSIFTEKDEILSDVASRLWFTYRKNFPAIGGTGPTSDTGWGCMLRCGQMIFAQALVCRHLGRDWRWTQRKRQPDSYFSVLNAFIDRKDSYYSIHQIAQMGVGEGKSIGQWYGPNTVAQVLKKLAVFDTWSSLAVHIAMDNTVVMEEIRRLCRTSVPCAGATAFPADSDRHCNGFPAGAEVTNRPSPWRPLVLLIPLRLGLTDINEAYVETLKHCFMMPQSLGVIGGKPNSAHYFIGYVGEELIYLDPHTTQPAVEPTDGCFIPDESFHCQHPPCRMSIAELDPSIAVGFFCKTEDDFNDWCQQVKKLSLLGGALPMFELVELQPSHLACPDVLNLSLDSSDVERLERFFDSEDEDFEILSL
MPTP inh: inhibitors of mitochondrial permeability transition pore; isolated mouse mitochondria, Ca2+ swelling absorbance, 30 min; inhibition, % at 10 µM; 1.4% of 360,000 active; AID 602449;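 active means inhibition of 50% or more, scaled per plate between neutral and stimulator controls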;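 further: 0% = DMSO wells given calcium and 100% = 1 mM EGTA wells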
A3G deaminase: inhibitors of human APOBEC3G DNA deaminase; Q9HC16; inhibition, % at 20 µM; recombinant A3G, ssDNA deamination FAM/TAMRA fluorescence; 0.28% of 330,000 active;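 active means inhibition of at least 40% at 20 µM, with no more than 30% in the related APOBEC3A deaminase screen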;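 further: plate controls were DMSO wells with A3G for no effect and wells lacking A3G enzyme for full effect; some compounds called inactive have numbers as strong as hits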
Target sequence (Q9HC16 whole entry, looked up): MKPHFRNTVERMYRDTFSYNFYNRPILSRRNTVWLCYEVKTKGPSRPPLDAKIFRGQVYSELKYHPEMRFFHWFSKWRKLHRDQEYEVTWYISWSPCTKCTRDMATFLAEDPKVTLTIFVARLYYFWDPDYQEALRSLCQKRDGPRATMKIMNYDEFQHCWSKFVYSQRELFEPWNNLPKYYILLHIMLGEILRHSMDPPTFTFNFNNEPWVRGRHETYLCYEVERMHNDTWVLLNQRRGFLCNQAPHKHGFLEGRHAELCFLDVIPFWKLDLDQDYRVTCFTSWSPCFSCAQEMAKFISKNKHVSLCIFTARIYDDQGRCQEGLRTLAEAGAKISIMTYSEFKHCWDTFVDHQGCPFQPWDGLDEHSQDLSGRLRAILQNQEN
An asterisk follows results filed as active; . = no result given.

SMILES	A3A deaminase	MIN6 prolif	mIAP inh	mIAP act	hIAP act	hIAP inh	ATG4B inh	MPTP inh	A3G deaminase
CCOc1cccc2cc(-c3csc(NC(=O)CCC(=O)NCCN4CCCCC4C)n3)c(=O)oc12 (configuration not stated)	-4	-3	-1	1	0.98	2	-9	0.0	-4
CCOC(=O)C(C)Sc1ccc2nnc(CCNS(=O)(=O)c3ccc(C)cc3)n2n1 (configuration not stated)	2	-2	-10	1.1	1.2	-18	-4	-1.9	-8
O=C(CCN1CCN(c2ccccn2)CC1)Nc1ccc(F)cc1	2	-4	-2	1	1.1	-6	4	0.4	0
Cc1ccc(OCc2ccc(C(=O)Nc3c(C)nn(Cc4c(F)c(F)c(F)c(F)c4F)c3C)o2)c([N+](=O)[O-])c1	-2	-6	3	0.97	0.82	18	67*	2.2	-7
CCOC(=O)Nc1ccc2c(c1)N(C(=O)CCN(C)C)c1ccccc1S2	-1	-3	-5	1.1	1.3	-26	0	-0.6	-5
Cc1nn(C)c(C)c1C(C)NC(=O)c1cc(COc2ccc(F)c(F)c2)on1 (configuration not stated)	-4	-2	1	0.99	1.1	-7	-5	-1.0	-5
Cn1ncc(C(=O)Nc2ccc(Cl)cc2)c1C(F)(F)F	-4	-2	-12	1.1	1.1	-7	1	8.8	-3
C=C(C)C(=O)OCC(=O)NCc1ccccc1	1	-1	2	0.98	0.97	3	7	-1.2	-12
COc1ccccc1CCNC(=O)CSc1ccc(-c2cccs2)nn1	1	-1	-16	1.2	1.1	-13	5	0.4	2
Cc1ccc(C)c(N2CCN(S(=O)(=O)c3csc(C(N)=O)c3)CC2)c1	-2	-3	2	0.98	1.2	-18	-7	3.5	-7
CC1CCN(c2cc(C#N)c(C#N)cc2[N+](=O)[O-])CC1	-3	1	4	0.96	0.98	2	3	2.1	-12
O=P(O)(CCc1ccccn1)CN1CCCCC1	-1	-2	-9	1.1	0.95	5	-10	0.4	0
Cc1cc(Br)ccc1NC(=O)c1sc2ncnc(N3CCN(c4ccccn4)CC3)c2c1C	0	-4	-7	1.1	1.1	-10	4	0.7	-4
O=C(CCC(F)(F)F)N1CCC(CO)(CCc2ccccc2)CC1	-2	-1	4	0.95	1.2	-21	5	-0.3	-3
Cc1nn(-c2cc(C)c3ccccc3n2)c2c1CCC2	2	-3	3	0.97	0.94	6	-15	1.7	-1
CCOC(=O)c1ccc(NC(=S)N2CCN(CCN=CC3=C(O)CC(c4ccccc4)CC3=O)CC2)cc1 (configuration not stated)	-2	-1	5	0.95	1.1	-6	-17	3.8	-6
CCC1CCCCN1Cc1c(O)ccc2c(=O)c(-c3ccccc3OC)coc12 (configuration not stated)	-7	-2	-11	1.1	1.7	-66	-8	0.6	-7
COCCn1c(N)c(N(Cc2ccccc2)C(=O)c2ccc(-c3ccc(Cl)cc3)o2)c(=O)[nH]c1=O	4	0	0	0.99	0.98	2	-10	-1.0	-2
CC(C)(C)Sc1ccc(/C=N/O)cc1[N+](=O)[O-]	-5	0	-7	1.1	1	-3	9	-1.6	-10
O=C(NCc1ccc(Cl)cc1)C1C2C=CC3(CN(Cc4cccnc4)C(=O)C13)O2 (configuration not stated)	-2	-4	0	1	1	-2	5	0.4	-2

Reprinted at random: five entries already listed
SMILES	A3A deaminase	MIN6 prolif	mIAP inh	mIAP act	hIAP act	hIAP inh	ATG4B inh	MPTP inh	A3G deaminase
Cc1nn(C)c(C)c1C(C)NC(=O)c1cc(COc2ccc(F)c(F)c2)on1 (configuration not stated)	-4	-2	1	0.99	1.1	-7	-5	-1.0	-5
CC(C)(C)Sc1ccc(/C=N/O)cc1[N+](=O)[O-]	-5	0	-7	1.1	1	-3	9	-1.6	-10
CCOC(=O)C(C)Sc1ccc2nnc(CCNS(=O)(=O)c3ccc(C)cc3)n2n1 (configuration not stated)	2	-2	-10	1.1	1.2	-18	-4	-1.9	-8
CCOc1cccc2cc(-c3csc(NC(=O)CCC(=O)NCCN4CCCCC4C)n3)c(=O)oc12 (configuration not stated)	-4	-3	-1	1	0.98	2	-9	0.0	-4
CCOC(=O)c1ccc(NC(=S)N2CCN(CCN=CC3=C(O)CC(c4ccccc4)CC3=O)CC2)cc1 (configuration not stated)	-2	-1	5	0.95	1.1	-6	-17	3.8	-6

Individual results from the list.
`CCOc1cccc2cc(-c3csc(NC(=O)CCC(=O)NCCN4CCCCC4C)n3)c(=O)oc12` (configuration not stated) in MIN6 prolif → -3
`Cn1ncc(C(=O)Nc2ccc(Cl)cc2)c1C(F)(F)F` in hIAP inh → -7
`O=C(CCN1CCN(c2ccccn2)CC1)Nc1ccc(F)cc1` in mIAP act → 1
`COc1ccccc1CCNC(=O)CSc1ccc(-c2cccs2)nn1` in ATG4B inh → 5
`Cc1nn(-c2cc(C)c3ccccc3n2)c2c1CCC2` in ATG4B inh → -15
`COCCn1c(N)c(N(Cc2ccccc2)C(=O)c2ccc(-c3ccc(Cl)cc3)o2)c(=O)[nH]c1=O` in mIAP inh → 0

Continuation:
SMILES	A3A deaminase	MIN6 prolif	mIAP inh	mIAP act	hIAP act	hIAP inh	ATG4B inh	MPTP inh	A3G deaminase
COCCNC(=O)c1ccc2c(=O)n(CCOC)c(=O)[nH]c2c1	1	-3	10	0.9	1.1	-11	0	0.3	1
COc1ccc(C(=O)NCc2c(C)oc(C)c2C(=O)O)cc1	-3	-4	8	0.92	0.96	4	-4	0.4	-7
O=C(O)C1CC(=O)N(C2CCCCC2)C1c1ccccc1 (configuration not stated)	-2	-1	0	1	1.1	-8	-7	-1.6	-5
CCN(Cc1ccccc1)S(=O)(=O)c1cc2[nH]c(=O)c(=O)[nH]c2cc1C	-2	-4	13	0.87	1.1	-6	0	6.6	-4
Cn1c(=O)n(C)c2cc(S(=O)(=O)O)ccc21	-1	-3	11	0.89	1.1	-6	-2	-2.6	-8
Cc1nc(SCC(=O)c2ccccc2)c(C#N)c(-c2ccco2)c1C(=O)NCc1ccco1	10	-7	4	0.96	0.92	8	-1	-6.6	2
Cc1ccc(NC(=O)COC(=O)CNC(=O)c2ccc(Cl)cc2Cl)cc1S(=O)(=O)N1CCOCC1	4	0	-3	1	1	-2	-3	4.7	-2
CCOC(=O)c1c(-c2ccccc2)csc1NC(=O)CSc1ccccc1	-4	-4	0	0.99	0.97	3	-6	4.5	-7
Cc1cc2n(n1)C(c1ccc3c(c1)OCO3)Nc1ccccc1-2 (configuration not stated)	0	-2	-3	1	0.89	11	8	-0.4	-2
CCOc1ccc2[nH]c(=O)c(CN(CC3CCCN3CC)C(=O)NCc3ccccc3)cc2c1 (configuration not stated)	-1	0	-2	1	1.1	-13	-20	-1.5	-1
CC1CCN(C(=O)CCNS(=O)(=O)c2ccc(Br)cc2)CC1	-1	1	7	0.93	0.87	13	0	-2.1	4
CCc1ccccc1NC(=O)CNC(=O)CNC(=O)C1CCCCC1	-2	0	-6	1.1	0.94	6	1	-0.4	-6
CCOc1cc(Cl)c(S(=O)(=O)NCc2cccnc2)cc1Cl	2	-2	-10	1.1	1.3	-26	-1	3.3	0
CN(CC(=O)Nc1ccc(S(=O)(=O)N2CCCC2)cc1)Cc1cccc(Cl)c1Cl	-2	1	2	0.98	0.97	3	-12	7.0	-2
Cc1ccc(S(=O)(=O)N2CCN(C(=O)C(Cc3ccccc3)NC(=O)c3ccccc3)CC2)cc1 (configuration not stated)	-3	2	-13	1.1	0.97	3	-6	-2.0	-8
Cc1[nH]c(=O)[nH]c(=O)c1NC(=O)c1cccs1	4	0	-5	1	0.9	10	-2	-1.2	-2
COc1ccc(/C=C/C(=O)NC(C)C)cc1Br	4	-1	-7	1.1	0.98	2	15	-2.0	5
Cc1cccc(N(CC(O)CN(C)C)S(=O)(=O)c2ccccc2)c1 (configuration not stated)	0	0	-2	1	0.95	5	3	0.3	-1
CN1C(C(=O)NCc2cccc(C(F)(F)F)c2)CC2Cn3c(nc4ccccc43)C21 (configuration not stated)	3	-5	4	0.95	1	-3	1	0.1	3
COc1ccc(C(=O)N2CCN(Cc3cn[nH]c3-c3ccc(OC)cc3F)CC2)cc1	-2	-2	2	0.98	1	-2	15	-1.5	-8
Cc1ccc2nc(N3CCN(Cc4nnnn4Cc4ccccc4)CC3)c(C#N)cc2c1	3	-3	16	0.84	1.1	-7	-11	-3.3	5
Cc1nnc(SCC(=O)Nc2nccs2)[nH]c1=O	-7	-2	-4	1	1.1	-13	-6	-2.2	-6
C=CCOC(=O)C1=C[C@@H](c2ccc(Br)cc2)[C@H](CCCO)[C@@H](OCC)O1	0	1	1	0.99	0.98	2	-3	-2.3	0
COc1ccc2[nH]cc(CCNC(=O)C3CCCCC3)c2c1	-2	-2	-17	1.2	1.1	-13	4	0.6	0
Cc1ccc(-c2nn(CC(=O)Nc3cccnc3)c(=O)c3ccccc23)cc1	-1	-2	-8	1.1	0.91	9	-16	2.0	-3
CO[C@H]1C=CO[C@@]2(C)Oc3c(C)c(O)c4c(O)c(c5c(nc6cc(C)ccn65)c4c3C2=O)NC(=O)C(C)=CC=C[C@H](C)[C@H](O)[C@@H](C)[C@@H](O)[C@@H](C)[C@H](OC(C)=O)[C@@H]1C	-4	-3	12	0.88	0.9	10	.	.	-6
O=C(NCc1ccco1)C(=S)N1CCCCC1	-2	-2	-3	1	1	-2	-8	-1.8	-7
c1ccc2nc(-c3nccs3)ccc2c1	-1	-2	-2	1	0.98	2	-25	-0.7	-12
CCOC(=O)CSc1nnc(-c2ccc(S(=O)(=O)NCc3cccs3)cc2)o1	2	-4	-3	1	1.1	-13	4	-2.4	-4
O=C(CCNC(=O)c1ccccc1Cl)Nc1nc(-c2ccc(F)cc2)cs1	-2	-1	-3	1	0.83	17	-8	2.9	-2
O=C(O)CCCNc1ccc(S(=O)(=O)Nc2ccccc2C(=O)O)cc1C(=O)O	4	-4	7	0.93	1.1	-13	15	-0.9	2
Cc1noc(C)c1C(=O)Nc1nc(-c2ccc(F)cc2)cs1	0	1	8	0.92	1	-3	-6	-0.2	1
CC(=O)C1C(c2ccc(Cl)cc2)NC(=O)NC1(O)C(F)(F)F (configuration not stated)	-1	-2	12	0.88	1	-2	0	-0.1	-6
Cc1ccc(N2CCN(C(=O)c3cc(COc4c(C)cccc4C)on3)CC2)c(C)c1	-3	-7	9	0.91	1	0	11	2.9	-9
O=C(Nc1ccc(F)cc1F)N1CCCN(c2ccc([N+](=O)[O-])cn2)CC1	-1	-3	11	0.89	0.98	2	-7	1.7	-7
Cc1cc(C)cc(N(CC(=O)N2CCc3ccccc32)S(=O)(=O)c2c(C)noc2C)c1	-3	0	5	0.95	1.1	-7	1	0.3	-4
CCCNC(=O)C1CCN(S(=O)(=O)c2ccc3nc4c(c(C(=O)O)c3c2)CCCCC4)CC1	-1	2	1	0.99	0.92	8	-9	-1.0	1
CCOC(=O)N1CCN(C(=O)c2ccccc2NC(=O)COc2ccccc2C)CC1	-2	-3	7	0.93	0.84	16	-7	-1.0	-7
COc1ccc(Cc2nnc(NC(=O)c3ccc(Cl)c([N+](=O)[O-])c3)s2)cc1	1	-4	7	0.93	0.97	3	-1	5.8	-3
CCc1cc2c(NCC(=O)O)ncnc2s1	-3	1	4	0.96	0.89	11	-5	-0.2	-3
COC(=O)c1cccc(S(=O)(=O)N(Cc2ccco2)Cc2cc3ccc(OC)cc3[nH]c2=O)c1	-5	0	2	0.98	1	-2	-14	-1.7	-6
